CD40 NFkB inh: CD40 pathway inhibition in BL2 cells | BL2 NF-kB luciferase reporter, CD40L-induced, 4 h | AID 1053188 | inhibition, % at 10 µM | hit rate 0.94% among 83,000;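 active = mean inhibition of at least 50% with a set share of replicates also reaching that level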;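 also: 0% = neutral control wells and 100% = IKK inhibitor VII at 50 µM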
Starred values were filed as active, the others as inactive; & = joins results of further samples; [ ] = remark or other dose.

CD40 NFkB inh | SMILES
63*[25 µM] | O=C(C[C@@H]1CC[C@@H]2[C@H](COC[C@H](O)CN2Cc2cc(F)ccc2F)O1)NCc1ccc(Oc2ccccc2)cc1
13 | COc1ccccc1OCCCCNCCO
-5 | O=C(NCc1ccc2c(c1)OCO2)c1ccc(N2CCCCCC2)c([N+](=O)[O-])c1
-1[25 µM] | CC(C)[C@H]1COCn2nncc2CCCC(=O)N1
-74 | CC(OC(=O)c1ccccn1)C(=O)Nc1nc(-c2ccc(F)c(F)c2)cs1 (stereo unspecified)
-5 | O=C(CSc1ncccn1)Nn1cnnc1
3[25 µM] | CN(C)C(=O)[C@@H]1[C@@H](CO)[C@@H]2Cn3c(ccc(-c4ccncc4)c3=O)[C@@H]2N1Cc1ccccc1
-3[25 µM] | CC(C)C#Cc1ccc([C@H]2[C@H](CO)N3C(=O)CN(C(=O)c4ccc5c(c4)OCO5)C[C@@H]23)cc1
-4 | O=C1C2C3C=CC(C4CC34)C2C(=O)N1/N=C/c1ccc([N+](=O)[O-])s1 (stereo unspecified)
7 | COC(=O)c1cc(C(=O)NC(C)(C)CC(C)(C)C)cc([N+](=O)[O-])c1
-6[25 µM] | O=C(C1CCOCC1)N1CC(=O)N2[C@H](CO)[C@H](c3ccc(C#CC4CCCCC4)cc3)[C@H]2C1
1 | CCS(=O)(=O)N[C@H]1C=C[C@@H](CC(=O)NCc2ccc(Cl)cc2)O[C@@H]1CO

CD40 NFkB inh | SMILES
-52 | CCOC(=O)c1[nH]c(C)c(C(=O)NCCC2=CCCCC2)c1C
-56 | O=C(Nc1ccccc1)Nc1nnc(-c2ccccc2)o1
-4[25 µM] | COc1cc(/C=C(/C#N)C(N)=O)cc(CSc2nc3ccccc3s2)c1O
18[25 µM] | C[C@@H]1CN([C@@H](C)CO)C(=O)c2ccccc2-c2ccccc2CO[C@@H]1CN(C)Cc1ccc(Cl)c(Cl)c1
-118 | CN1C(=O)CSc2ccc(NC(=O)N3CCc4ccccc43)cc21
12 | O=C(CN1C(=O)NC2(CCCCC2)C1=O)Nc1ccc(F)cc1
-43 | Cc1cc(NC(=O)COc2ccccc2C#N)no1
2[25 µM] | CC(C)CC#Cc1ccc([C@H]2[C@H](CO)N3C(=O)CN(C(=O)c4cccc(F)c4)C[C@@H]23)cc1
3 | CN(c1cccc(Cl)c1)S(=O)(=O)c1cccc(C(=O)NN2CCOCC2)c1
14 | CCOC(=O)c1c(NC(C)=O)sc2c(O)c(Br)ccc12
-22 | CC(C)c1ccc(NC(=S)NNC(=O)C2CC2)cc1
72* | C[C@@H]1CN([C@@H](C)CO)C(=O)Cc2cc(NS(=O)(=O)c3ccc(F)cc3)ccc2O[C@H]1CN(C)Cc1ccc(C(F)(F)F)cc1

Overlap with the part before: 2 entries; new compounds follow.
CD40 NFkB inh | SMILES
-22 | CC(C)c1ccc(NC(=S)NNC(=O)C2CC2)cc1
72* | C[C@@H]1CN([C@@H](C)CO)C(=O)Cc2cc(NS(=O)(=O)c3ccc(F)cc3)ccc2O[C@H]1CN(C)Cc1ccc(C(F)(F)F)cc1
2 | CCNC(=O)CC1C(=O)N(c2ccccc2)C(=O)N1CCc1ccc(OC)cc1 (stereo unspecified)
-31[25 µM] | COCC(=O)N1[C@@H](C#N)[C@H](c2ccc(-c3cccnc3)cc2)[C@@H]1CO
9 | Cc1cc(C)c(C)c(S(=O)(=O)NCC(=O)O)c1C
-6[25 µM] | O=C([C@@H]1[C@@H](CO)[C@@H]2Cn3c(ccc(C4=CCCC4)c3=O)[C@H]1N2C(=O)c1cccnc1)N1CCOCC1
2[25 µM] | C/C=C/c1ccc([C@@H]2[C@H](CO)N(CCC(F)(F)F)C23CN(C(=O)CC2CC2)C3)cc1
3[25 µM] | COCCNC(=O)C[C@@H]1CC[C@H]2[C@@H](COC[C@@H](O)CN2Cc2ccc(Cl)c(Cl)c2)O1
-25 | Cc1cc(C(=O)CSc2nnc(N)s2)c(C)n1Cc1ccco1
11 | Cc1nc(NC(=O)C2CC2)sc1C(=O)N(C)C
8 | O=C(Nc1nnc(SCc2ccc(F)cc2)s1)c1cnccn1
1[25 µM] | C[C@@H]1CN([C@@H](C)CO)C(=O)Cc2cc(NC(=O)Cn3cnnn3)ccc2O[C@@H]1CN(C)Cc1ccc(Oc2ccccc2)cc1
-8 | Cc1cc(CSc2nc(C)cc(=O)[nH]2)c2ncccc2c1
1[25 µM] | CC(=O)N1[C@H](CO)[C@H](c2ccc(-c3ccncc3)cc2)[C@@H]1CNC(=O)CC1CC1

In the list so far, these contain a CF3 group:
CD40 NFkB inh | SMILES
72* | C[C@@H]1CN([C@@H](C)CO)C(=O)Cc2cc(NS(=O)(=O)c3ccc(F)cc3)ccc2O[C@H]1CN(C)Cc1ccc(C(F)(F)F)cc1
2[25 µM] | C/C=C/c1ccc([C@@H]2[C@H](CO)N(CCC(F)(F)F)C23CN(C(=O)CC2CC2)C3)cc1

Further entries:
CD40 NFkB inh | SMILES
26[25 µM] | OC[C@H]1[C@H](c2ccccc2)C2(CN(Cc3ccccc3F)C2)N1Cc1ccccc1F
1 | Cc1ccc2c(c1)N(CC(=O)Nc1nccs1)C(=O)CO2
2 | CSc1nc(C)c(CCO)c(=O)[nH]1
0 | COc1ccc(Br)c(C(=O)NCCC(C)C)c1
3 | Cc1ccc(S(=O)(=O)N(C)C[C@H]2OCc3ccccc3-c3ccccc3C(=O)N([C@@H](C)CO)C[C@@H]2C)cc1
-2 | Cc1cccc(-c2ncc(CN3CCCC(CO)(Cc4cccc(Cl)c4)C3)cn2)c1 (stereo unspecified)
2[25 µM] | CCC(=O)N1CC2(C1)CN(C(=O)c1cnccn1)[C@@H](CO)c1c2c2ccc(OC)cc2n1C
9 | O=C(Cc1ccccc1)Nc1ccc(S(=O)(=O)N2CCCC2)cc1
3 | CCCCn1c(N)c(N(CCOC)C(=O)c2ccc(COc3ccccc3)o2)c(=O)[nH]c1=O
5 | CC12CCC(=O)N1C(C(=O)Nc1nc(-c3ccc(F)c(F)c3)cs1)CS2 (stereo unspecified)
9 | CN1CCN(S(=O)(=O)c2ccc(NC(=O)C3CCCCC3)cc2)CC1
1 | N#C[C@H]1[C@@H](c2ccc(C#CC3CCCCC3)cc2)[C@@H](CO)N1S(=O)(=O)c1ccccc1

CD40 NFkB inh | SMILES
-19&-7[25 µM] | Cn1cnc(S(=O)(=O)N2[C@@H]3CNC[C@H]2C3c2ccc(/C=C/c3ccccc3)cc2)c1 (stereo partly specified)
16 | Nc1c(C(=O)OCC(=O)Nc2ccc(OC(F)F)cc2)[nH]c(=O)[nH]c1=O
7 | O=[N+]([O-])c1ccc(NCCNc2ccc([N+](=O)[O-])cc2)cc1
-7 | C[C@H](CO)N1C[C@H](C)[C@H](CN(C)S(=O)(=O)c2ccccc2)OCc2cn(nn2)CCCC1=O
11 | CN(CC(=O)NCCN1CCOCC1)S(=O)(=O)c1ccc(Cl)cc1
-1 | Cc1ccc(NC2=NC(c3ccccc3)n3c(nc(C)cc3=O)N2)cc1 (stereo unspecified)
4 | OC(CCN1CCCCC1)(c1ccccc1)c1ccccc1
11 | Cc1cc(F)ccc1S(=O)(=O)Nc1ccc(C(=O)N(C)Cc2ccco2)cc1
10 | CC(=O)NC(CC(=O)NNC(=O)COc1c(C)cccc1C)c1ccccc1 (stereo unspecified)
90* | CCOc1ccc(OCc2cccc(C(=O)N3CCOCC3)c2)cc1
1[25 µM] | O=C(NCc1cccc(F)c1)[C@@H]1[C@@H](CO)[C@@H]2Cn3c(ccc(-c4ccncc4)c3=O)[C@H]1N2CC1CC1
26 | C=C1CC2(OC1=O)c1ccccc1CCc1ccccc12

CD40 NFkB inh | SMILES
-5 | CCCCCC(=O)Nc1nnn(CCC)n1
18 | COc1ccc(-c2cc(C(=O)Nc3cc(C)n(Cc4ccc(Cl)cc4)n3)no2)cc1OC
-10 | O=C1c2cccc3cccc(c23)C(=O)N1c1nncs1
11 | CCC(CC)n1[nH]c(=O)c2c(C)cc(C)nc21
5 | CC(C)NC(=O)CN1CCN(Cc2nc(C(c3ccccc3)c3ccccc3)no2)CC1
4[25 µM] | O=S(=O)(c1ccccc1F)N1CCCCN2[C@H](C1)[C@H](c1ccc(-c3cncnc3)cc1)[C@@H]2CO
5 | CC(C)CN1CCC(CNC(=O)CCc2nnc(Cc3c[nH]c4ccccc34)o2)CC1
3 | CCN(CC(=O)NCc1cccs1)C(=O)c1cc(S(=O)(=O)N2CCCCC2)ccc1Cl
-11 | Cc1ccc(NS(=O)(=O)c2cccc(C(=O)N3CCCC(C)C3)c2)cc1 (stereo unspecified)
22[25 µM] | COc1cccc(C(=O)Nc2ccc3c(c2)C(=O)N(C)[C@@H]2CC[C@@H](CC(=O)NCc4ccc(F)cc4)O[C@@H]2CO3)c1
-8 | CCOC(=O)c1oc2cc(OCC(N)=O)ccc2c(=O)c1-c1ccc(OC)c(OC)c1
-2 | COc1ccc(CNC(=O)CCc2c(C)nc3cc(-c4ccccc4OC)nn3c2C)cc1

CD40 NFkB inh | SMILES
-5 | Cc1nc(C(=O)N2CCc3c([nH]c4ccccc34)C2c2cc(F)ccc2F)cs1 (stereo unspecified)
0[25 µM] | COc1cccc(-c2ccc(C3[C@@H]4CN(S(=O)(=O)c5ccccc5F)C[C@H]3N4)cc2)c1 (stereo partly specified)
47[25 µM] | C[C@H](NC(=O)C[C@@H]1C[C@@H]2c3cc(NC(=O)Nc4ccc(C(F)(F)F)cc4)ccc3O[C@@H]2[C@@H](CO)O1)c1ccccc1
5[25 µM] | O=S(=O)(c1ccccc1)N1C[C@H]2[C@@H](c3ccccc31)[C@@H](CO)N2Cc1ccccn1
-5 | O=C(Nc1nc2ccccc2[nH]1)C1CCN(C(=O)c2ccc(F)cc2)CC1
21 | O=C1CCN(C(=O)c2cccs2)c2ccccc21
-17[25 µM] | COc1cccc(S(=O)(=O)Nc2ccc3c(c2)[C@@H]2C[C@H](CC(=O)NC4CCCCC4)O[C@H](CO)[C@@H]2O3)c1
6 | C/C(=N\NC(=O)c1cc(C2CC2)nc2ccccc12)c1ccc(C)s1
8 | Cc1nnc2nc(N)[nH]n2c1=O
4 | O=C(COC(=O)Cn1cnc2ccccc2c1=O)NCC12CC3CC(CC(C3)C1)C2
-19 | CCOC(=O)c1sc2nc(C)n(N)c(=O)c2c1C
0 | CCSc1nc2ccccc2n1CC(=O)N1CCOCC1

CD40 NFkB inh | SMILES
-2 | O=C(CC1SC(N2CCOCC2)=NC1=O)Nc1ccc(F)cc1 (stereo unspecified)
-18 | COc1ccc(-c2ccc([C@@H]3[C@H](C#N)N(C(=O)NC4CCCCC4)[C@H]3CO)cc2)cc1
60* | COCCCNc1ccn2nc(-c3ccccc3)cc2n1
2 | CC1(C(=O)O)CCCN(C(=O)c2cc3ccccc3s2)C1 (stereo unspecified)
3 | Cc1oc(-c2cccc(F)c2)nc1CN1CCCCC1CCn1cccn1 (stereo unspecified)
2 | Cc1cc(COc2ccccc2OCc2cc(C)no2)on1
-6 | O=C(/C=C/c1ccc([N+](=O)[O-])s1)N1CCCC1
8 | CC(C)(C(N)=O)c1ccccc1
2 | CCOC(=O)c1[nH]c(C)c(C(=O)NCCCOC(C)C)c1C
-31 | O=C(c1ccccc1Br)N1CCCC(c2nc(-c3cccs3)no2)C1 (stereo unspecified)
14 | COCc1c(C(=O)N2CCN(c3ncccn3)CC2)oc2ccccc12
13 | CCOC(=O)c1oc2nc(CC(C)C)c3c(c2c1N)CCCC3

Rewritten with bars between the fields: six of the compounds above
structure | CD40 NFkB inh
O=C(CC1SC(N2CCOCC2)=NC1=O)Nc1ccc(F)cc1 (stereo unspecified) | -2
CCOC(=O)c1oc2nc(CC(C)C)c3c(c2c1N)CCCC3 | 13
O=C(c1ccccc1Br)N1CCCC(c2nc(-c3cccs3)no2)C1 (stereo unspecified) | -31
COc1ccc(-c2ccc([C@@H]3[C@H](C#N)N(C(=O)NC4CCCCC4)[C@H]3CO)cc2)cc1 | -18
CC1(C(=O)O)CCCN(C(=O)c2cc3ccccc3s2)C1 (stereo unspecified) | 2
Cc1cc(COc2ccccc2OCc2cc(C)no2)on1 | 2

Following part
CD40 NFkB inh | SMILES
3 | O=C(N/N=C/c1ccccn1)c1cccnc1
3 | COc1ccc(C(CNC(=O)c2ccc(S(=O)(=O)N3CC(C)CC(C)C3)cc2)N(C)C)cc1 (stereo unspecified)
-2 | C[C@@H]1CN([C@@H](C)CO)C(=O)CCCn2cc(nn2)CO[C@H]1CN(C)Cc1ccc2c(c1)OCCO2
-6 | Cc1cccc(C(O)C(O)c2cccc(C)n2)n1 (stereo unspecified)
9 | ON=C1CCCC2CCCCC12 (stereo unspecified)
4 | O=C(CCCCn1c(=O)[nH]c2ccccc2c1=O)NCCc1c[nH]c2ccccc12
10 | CC(=O)OCc1cc2cccc(C)c2[nH]c1=O
-6 | Cc1ccc(S(=O)(=O)NCC(=O)OCc2cc(=O)oc3cc(C)ccc23)cc1
4 | CC(=O)Nc1ccc(NC(=O)c2ccc(NC(=O)c3ccccc3)cc2)cc1
-5[25 µM] | CCC(=O)N(C)C[C@@H]1Oc2ncc(C#Cc3ccccc3OC)cc2C(=O)N([C@H](C)CO)C[C@H]1C
2 | CN1CCN(S(=O)(=O)c2cccc(C#N)c2)C(c2ccccc2)C1 (stereo unspecified)
3 | O=C(Cc1nn[nH]n1)Nc1ccc(F)cc1F

CD40 NFkB inh | SMILES
5 | CO[C@@H]1CN(C)C(=O)c2cc(NC(=O)C3CCC3)ccc2OC[C@@H](C)N(Cc2ccc(F)cc2)C[C@@H]1C
14 | CCCn1c(NCCO)nc2ccccc21
14[25 µM] | COc1ccccc1C(=O)N1C[C@H]2[C@@H](c3ccccc31)[C@@H](CO)N2CC1CCCC1
15 | COc1ccc(CN2C(=O)CCC2(C)C(=O)NC2CCCC2)c(OC)c1 (stereo unspecified)
0 | Cc1nc(C2CC(=O)OC23CCCCC3)cs1 (stereo unspecified)
18 | CCN(CC)CCCNC(=O)c1cc(-c2ccccc2)c(N2CCCCC2)s1
6&-12 | CN(C)C(=O)c1cccc(-c2ccc(C3[C@H]4CNC[C@@H]3N4C(=O)Nc3cc(F)ccc3F)cc2)c1 (stereo partly specified)
5 | O=C(COC(=O)Cc1ccc(Cl)cc1)Nc1ccc2[nH]c(=O)[nH]c2c1
7 | CN(c1ccccc1)S(=O)(=O)c1cccc(NC(=O)c2ccc(=O)[nH]c2)c1
-48 | Cn1c(=O)c(C(=O)NC2CCCCCC2)c(O)c2ccccc21
8 | COc1ccc(CN2C(=O)c3cccnc3C2=O)cc1S(=O)(=O)NCc1ccccc1

Assay outcomes: PubChem, Broad Institute

A portion of the library, so the mix of outcomes need not match the whole.
